DDE Tn6 FP inh – DD(E)-Tn6 binding inhibition, primary FP screen; P02675; Fibrin DD(E) TRITC-Tn6 fluorescence polarization displacement; inhibition, % at 8.3 µM; actives 0.21% (n = 370,000); AID 720509;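 active = inhibition above a per-campaign cutoff: mean of compounds within control limits plus 3 SD, cut at about 15% in these data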;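 also: 0% = median of all compound wells on the plate and 100% = blocking peptide control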
TCR CD3 inh – human TCR-CD3 binding inhibition | TAMRA-labeled TCR probe fluorescence, biochemical | actives 0.37% (n = 360,000) | AID 651800 | inhibition, % at 9.4 µM; in the data active = inhibition above about 19%;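 also: recombinant mutant TCR 2C K166C tagged with TAMRA read by polarization; 0% = receptor in buffer alone and 100% = receptor with positive control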
KLK7 zymogen act – activators of human kallikrein-7 zymogen | actives 0.9% (n = 370,000) | P49862 | purified proKLK7, EDANS-DABCYL substrate fluorescence; 100% is mature enzyme control, 0% vehicle | activation, % at 7 µM;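 active = activation above the mean of all tested compounds plus 3 SD, computed per campaign excluding outliers beyond control limits, cut at about 13% in these data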
Target sequence (P49862 whole entry, looked up): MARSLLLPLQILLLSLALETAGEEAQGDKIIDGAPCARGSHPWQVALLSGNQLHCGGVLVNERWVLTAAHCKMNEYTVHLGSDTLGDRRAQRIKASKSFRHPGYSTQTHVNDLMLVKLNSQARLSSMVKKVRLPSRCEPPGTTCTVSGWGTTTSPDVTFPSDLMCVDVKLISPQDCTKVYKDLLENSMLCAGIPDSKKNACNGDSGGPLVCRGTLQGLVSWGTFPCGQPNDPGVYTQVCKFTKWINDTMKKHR
LEDGF integ inh – blocks HIV-1 LEDGF/p75-dependent DNA integration; TR-FRET IN-LEDGF/p75 DNA integration, Eu/Cy5; inhibition, % at 3.7 µM; actives 0.64% (n = 370,000); AID 743269;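 active = inhibition above the screen-wide mean plus 3 SD, cut at about 13% in these data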;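 also: signal is the Cy5 over europium emission ratio at 671 and 618 nm; 0% = plate median of compound wells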
MBD2 inh – blocks human MBD2 binding to methylated DNA; inhibition, % at 4.4 µM; Q9UBB5; actives 0.31% (n = 370,000); TR-FRET, MBD2 binding to methylated oligonucleotide; in the data active = inhibition above about 13%
SIAE primary – blocks human sialic acid acetylesterase; AID 1053197; SIAE FP-Rh probe binding, fluorescence polarization; actives 0.69% (n = 370,000); inhibition, % at 9.66 µM;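 active = inhibition above a cutoff: mean of compounds within the control limits plus 3 SD of those, cut at about 17% in these data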;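 also: 0% = plate median of compound wells and 100% = probe without SIAE protein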
UHRF1 MBD2 ctr – human UHRF1 methylated DNA binding inhibitors. inhibition, % at 4.4 µM. UHRF1 binding to methylated oligo, TR-FRET. actives 0.75% (n = 370,000). AID 687016; in the data active = inhibition above about 21%;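 also: UHRF1 SRA domain binding a hemimethylated CpG hairpin DNA probe; 0% = median of test compound wells and 100% = reference inhibitor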
Target sequence (Q96T88 whole entry, looked up, the tested form may be a part): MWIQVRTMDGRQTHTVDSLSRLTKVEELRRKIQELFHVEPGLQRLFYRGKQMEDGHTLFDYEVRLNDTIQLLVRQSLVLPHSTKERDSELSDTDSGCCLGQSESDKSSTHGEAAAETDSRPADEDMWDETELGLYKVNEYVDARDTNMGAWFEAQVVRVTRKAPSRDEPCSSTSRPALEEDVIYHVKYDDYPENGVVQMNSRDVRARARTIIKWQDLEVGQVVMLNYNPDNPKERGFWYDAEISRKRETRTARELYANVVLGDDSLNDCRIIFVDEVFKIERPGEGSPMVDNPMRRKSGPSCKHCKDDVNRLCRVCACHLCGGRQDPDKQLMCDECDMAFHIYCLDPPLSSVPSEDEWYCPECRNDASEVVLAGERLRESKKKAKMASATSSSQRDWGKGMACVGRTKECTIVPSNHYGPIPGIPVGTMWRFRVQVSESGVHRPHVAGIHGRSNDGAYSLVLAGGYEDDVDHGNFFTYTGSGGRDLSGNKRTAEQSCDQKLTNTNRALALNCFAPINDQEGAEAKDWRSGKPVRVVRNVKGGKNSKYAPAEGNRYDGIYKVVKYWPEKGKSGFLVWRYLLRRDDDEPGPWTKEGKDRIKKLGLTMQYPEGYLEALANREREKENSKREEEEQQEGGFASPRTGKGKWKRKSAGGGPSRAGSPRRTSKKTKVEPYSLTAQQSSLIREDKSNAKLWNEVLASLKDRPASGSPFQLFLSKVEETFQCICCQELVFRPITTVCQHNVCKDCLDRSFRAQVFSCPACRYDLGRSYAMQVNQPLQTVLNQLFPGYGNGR
DDE Tn7 FP inh – disrupts Tn7 cyclic peptide binding to fibrin D-Dimer-E complex. P02675. FP displacement of FITC-Tn7 peptide from fibrin DD(E); 0% = median of compound wells per plate. inhibition, % at 8.3 µM. actives 0.13% (n = 370,000). AID 720508;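 active = inhibition above the mean of compounds falling within the control limits plus 3 SD of them, cut at about 14% in these data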;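 also: 0% = plate median of compound wells and 100% = 10 µM Aha-Tn7 peptide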
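Test system – human fibrin DD(E) · Times – 10 min preincubation, 3 h with tracer, room temperature · Detection – fluorescence polarization of the labelled Tn7 tracer · Measure – percent inhibition normalized to high-control wells · Benchmarks – high control wells with 10 µM unlabelled Aha-Tn7 peptide (full inhibition) · Repeats – singlicate testing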
TDP2 inh – blocks human TDP2 phosphodiesterase activity; O95551; recombinant TDP2, T5PNP hydrolysis, p-nitrophenol absorbance 415 nm; inhibition, % at 12.8 µM; actives 0.34% (n = 370,000); AID 720702;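 active = inhibition above the mean of all tested compounds plus 3 SD, set per campaign, cut at about 25% in these data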;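 also: 0% = DMSO with enzyme and 100% = buffer with substrate but no TDP2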
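Evaluation: % inhibition relative to enzyme-containing and enzyme-free wells. Material: recombinant human TDP2. Benchmarks: enzyme-free and DMSO wells. Timing: enzyme reaction with compound for 2 h at 37 °C. Compound dosing: 12.8 µM only. Measured by: p-Nitrophenol epi absorbance. Reagent: T5PNP substrate at 5 mM, a TopII-DNA adduct mimic. Replication: single well per compound.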
PRMT1 inh – inhibitors of human PRMT1; recombinant PRMT1, activity-based probe fluorescence polarization; AID 652257; Q99873; inhibition, % at 2.79 µM; actives 1.3% (n = 370,000);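 active = inhibition above about 21% made by adding two undisclosed values, limit read from the data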
Active calls of the source: *; x = not tested or not shown.

SMILES	DDE Tn6 FP inh	TCR CD3 inh	KLK7 zymogen act	LEDGF integ inh	MBD2 inh	SIAE primary	UHRF1 MBD2 ctr	DDE Tn7 FP inh	TDP2 inh	PRMT1 inh
CC1(C)c2cc(O)ccc2OC1N1CCOCC1 (stereo unspecified)	-7	4	-1.1	1	2	7	-4	1	25*	0
COc1ccc(NC(=O)CSc2nnc(NC(=O)c3ccc(S(=O)(=O)N4CCOCC4)cc3)s2)cc1	2	4	0.8	-1	-2	-4	0	3	6	2
CCc1nc2c(OCC(=O)C(C)(C)C)cccn2c1N(C)C(=O)CC(C)C	3	0	0.4	2	1	8	-2	-5	-1	-2
CCOC(=O)c1ccc(NC(=O)C2CCCN(c3cnccn3)C2)cc1 (stereo unspecified)	-1	3	0.8	0	0	-6	0	-5	-10	-2
O=C(O)[C@H](Cc1ccccc1)NC(=O)[C@H]1O[C@@H](n2ccc(=O)[nH]c2=O)[C@H](O)[C@@H]1O	-6	4	-0.1	1	-1	-2	0	2	2	-2
CCCC(=O)N1CCC(CCC(=O)NC2CC2)CC1	0	-4	0.3	2	-1	5	-5	-7	15	-4
O=C(C1=C(O)C(=O)N(Cc2ccco2)C1c1cccc(O)c1)c1ccco1 (stereo unspecified)	8	-1	10	0	-4	0	-9	-3	-1	1
CCOC(=O)C1CCN(C(=O)CCS(=O)(=O)c2ccc3c(c2)CC(C)N3C(=O)CC)CC1 (stereo unspecified)	-5	2	-0.1	-2	1	4	-1	-8	2	-2
c1ccc(C2C3=C(Nc4ncnn42)c2ccccc2CCC3)cc1 (stereo unspecified)	-3	5	0.4	-2	-5	1	-4	2	4	-1
CCOC(=O)COc1c(Cl)cc(C2NC(=S)NC(c3ccccc3)=C2C(C)=O)cc1OCC (stereo unspecified)	5	6	0.1	-4	-1	-3	-7	2	4	-3
Cc1ccc(NC(=O)CN2C(=O)S/C(=C\C(=O)Nc3ccc(Cl)cc3)C2=O)cc1	8	-4	-0.7	4	6	-10	-1	7	-2	-3
COc1ccccc1C(=O)N/C(=C\c1cn(S(=O)(=O)N(C)C)c2ccccc12)C(=O)N1CCN(C)CC1	2	-5	0.2	7	-8	6	1	5	-4	-5
Cc1ccc2c(c1)[C@H]1[C@H](CO2)[C@H](c2ccccc2)[C@]2(C)C(=O)N(CC3CCCO3)CC(=O)N12 (stereo partly specified)	5	-4	-0.1	-3	-1	0	1	4	-1	2
Cc1cccc(NC(=O)/C(C#N)=C\c2ccc(C(=O)O)cc2)c1	1	4	0.0	-3	-6	5	-3	5	4	3
N#Cc1c(NC(=O)C2CC(Cl)=CCC2C(=O)O)sc2c1CCCC2 (stereo unspecified)	-8	2	-0.2	-2	9	0	8	5	-14	9

In a second layout: two of the compounds above.
molecule: Cc1ccc(NC(=O)CN2C(=O)S/C(=C\C(=O)Nc3ccc(Cl)cc3)C2=O)cc1
  DDE Tn6 FP inh = 8
  TCR CD3 inh = -4
  KLK7 zymogen act = -0.7
  LEDGF integ inh = 4
  MBD2 inh = 6
  SIAE primary = -10
  UHRF1 MBD2 ctr = -1
  DDE Tn7 FP inh = 7
  TDP2 inh = -2
  PRMT1 inh = -3

molecule: COc1ccccc1C(=O)N/C(=C\c1cn(S(=O)(=O)N(C)C)c2ccccc12)C(=O)N1CCN(C)CC1
  DDE Tn6 FP inh = 2
  TCR CD3 inh = -5
  KLK7 zymogen act = 0.2
  LEDGF integ inh = 7
  MBD2 inh = -8
  SIAE primary = 6
  UHRF1 MBD2 ctr = 1
  DDE Tn7 FP inh = 5
  TDP2 inh = -4
  PRMT1 inh = -5

Following part:
SMILES	DDE Tn6 FP inh	TCR CD3 inh	KLK7 zymogen act	LEDGF integ inh	MBD2 inh	SIAE primary	UHRF1 MBD2 ctr	DDE Tn7 FP inh	TDP2 inh	PRMT1 inh
Cc1cc(C(=O)CN2C(=O)c3ccccc3C2=O)c(C)n1Cc1cccs1	-3	-5	-0.6	0	3	0	2	-5	3	-2
O=C(CSc1ccc(-c2ccccc2)nn1)c1ccccc1	-5	5	0.2	-1	1	1	-1	6	9	1
COc1ccc(Br)cc1/C=C1\Oc2ccccc2NC1=O	4	7	-0.7	-1	6	-1	1	2	-8	1
COCCCNC(=S)NCCc1ccc(F)cc1	4	-6	0.0	-11	2	-1	2	1	-2	1
COc1cccc(NC(=S)C(C#N)=C2N(C)c3ccccc3N2C)c1	-1	2	0.0	0	4	5	-2	-1	-3	1
CS(=O)(=O)c1cccc(C(=O)OCC(=O)NC(=O)Nc2ccccc2F)c1	10	9	0.1	1	-2	-5	3	6	3	-1
COc1cc(/C=N/NC(=S)N/N=C/c2cc(OC)c(OC)c(OC)c2)cc(OC)c1OC	-1	3	-6.8	-3	-4	4	-1	-6	0	1
CC(C)NC(=O)CS(=O)(=O)c1ccccc1	0	-9	0.0	0	4	2	4	5	2	1
Cc1[nH]n2c(=O)c3c(nc2c1-c1ccc(F)cc1)CCCC3	-4	3	-0.5	4	-2	0	2	5	3	1
CCN(CC)C(=O)Oc1cc(=O)n(C)c2ccccc12	-4	-7	0.2	4	-6	-7	0	-10	-15	-4
CC(C)OC(=O)CSc1nnnn1-c1ccc2c(c1)OCCO2	3	-4	0.1	-2	3	3	5	3	6	-3
O=C(CCS(=O)(=O)c1cccs1)Nc1ccc(C(=O)NC2CCN(Cc3ccccc3)CC2)cc1	2	3	0.2	5	-3	-2	2	3	0	-4
COc1ccc(C(=O)Nc2ccccc2N2CCN(C(=O)c3ccccc3)CC2)cc1Br	-8	9	-0.4	-2	-4	-10	0	6	2	0
CCCNC(=O)c1nnsc1S(=O)c1ccc(Cl)cc1 (stereo unspecified)	-6	-5	-0.8	-5	1	1	10	0	-5	95*
COC(=O)C1CCN(C(=O)c2cc3c(=O)n4cccc(C)c4nc3n2Cc2ccccc2)CC1	1	3	-7.1	1	6	1	1	0	2	-3

11 structures already listed, arranged by SMILES length, ascending.
SMILES	DDE Tn6 FP inh	TCR CD3 inh	KLK7 zymogen act	LEDGF integ inh	MBD2 inh	SIAE primary	UHRF1 MBD2 ctr	DDE Tn7 FP inh	TDP2 inh	PRMT1 inh
COCCCNC(=S)NCCc1ccc(F)cc1	4	-6	0.0	-11	2	-1	2	1	-2	1
CC1(C)c2cc(O)ccc2OC1N1CCOCC1 (stereo unspecified)	-7	4	-1.1	1	2	7	-4	1	25*	0
CCCNC(=O)c1nnsc1S(=O)c1ccc(Cl)cc1 (stereo unspecified)	-6	-5	-0.8	-5	1	1	10	0	-5	95*
c1ccc(C2C3=C(Nc4ncnn42)c2ccccc2CCC3)cc1 (stereo unspecified)	-3	5	0.4	-2	-5	1	-4	2	4	-1
Cc1[nH]n2c(=O)c3c(nc2c1-c1ccc(F)cc1)CCCC3	-4	3	-0.5	4	-2	0	2	5	3	1
COc1ccc(C(=O)Nc2ccccc2N2CCN(C(=O)c3ccccc3)CC2)cc1Br	-8	9	-0.4	-2	-4	-10	0	6	2	0
CCOC(=O)COc1c(Cl)cc(C2NC(=S)NC(c3ccccc3)=C2C(C)=O)cc1OCC (stereo unspecified)	5	6	0.1	-4	-1	-3	-7	2	4	-3
O=C(CCS(=O)(=O)c1cccs1)Nc1ccc(C(=O)NC2CCN(Cc3ccccc3)CC2)cc1	2	3	0.2	5	-3	-2	2	3	0	-4
COc1ccc(NC(=O)CSc2nnc(NC(=O)c3ccc(S(=O)(=O)N4CCOCC4)cc3)s2)cc1	2	4	0.8	-1	-2	-4	0	3	6	2
COc1ccccc1C(=O)N/C(=C\c1cn(S(=O)(=O)N(C)C)c2ccccc12)C(=O)N1CCN(C)CC1	2	-5	0.2	7	-8	6	1	5	-4	-5
O=C(O)[C@H](Cc1ccccc1)NC(=O)[C@H]1O[C@@H](n2ccc(=O)[nH]c2=O)[C@H](O)[C@@H]1O	-6	4	-0.1	1	-1	-2	0	2	2	-2

(continued)
SMILES	DDE Tn6 FP inh	TCR CD3 inh	KLK7 zymogen act	LEDGF integ inh	MBD2 inh	SIAE primary	UHRF1 MBD2 ctr	DDE Tn7 FP inh	TDP2 inh	PRMT1 inh
COc1ccc(S(=O)(=O)N2CCC(C(=O)Nc3nccs3)CC2)cc1	0	-2	-0.2	-2	-4	4	30*	4	0	5
Cc1ccccc1NC(=O)Cn1cnc2c(oc3ccccc32)c1=O	-2	-3	-0.1	-1	-1	1	2	3	-9	1
O=C(COc1ccc(F)cc1Cl)Nc1nnc(-c2ccc(F)c(F)c2)o1	3	x	x	0	0	-3	-3	6	3	-1
COc1ccc(N=C/C=C2\C=C(c3ccccc3)OC(C)(C)O2)cc1	-1	-5	1.4	-2	-5	-3	-4	1	1	1
CCCCn1c(N)c(N(CCOC)C(=O)COc2ccc(C(C)=O)cc2)c(=O)[nH]c1=O	8	6	-0.8	2	2	17	-4	7	-11	-3
Clc1cc2nc(-c3cccnc3Cl)[nH]c2cc1Cl	1	-2	-1.2	2	3	-10	-4	-2	-6	-1
CC12CC3CC(C)(C1)CC(Nc1nc(N4CCOCC4)nc4ccccc14)(C3)C2	-5	1	-0.5	0	-4	0	1	3	3	-4
COC(=O)c1cc(Br)c(=O)n(Cc2cccnc2)c1	0	2	-0.2	-1	-2	-1	-1	0	5	-1
Cc1ccc(S(=O)(=O)N(C)C[C@H]2Oc3ccc(NC(=O)C4CCCCC4)cc3C(=O)N([C@H](C)CO)C[C@H]2C)cc1	1	4	0.5	-1	0	10	-2	-1	7	1
O=C(OCc1nnc(-c2ccccc2)o1)c1cc2ccccc2cc1O	-3	-4	2.4	-2	0	-3	3	-2	-9	3
Clc1cccc(OCc2nc(-c3ccncc3)no2)c1	-5	2	0.1	1	-6	-3	1	-3	2	-1
Cc1nn(CC(=O)Nc2cccc(Cl)c2)c(=O)c2cc(-c3ccccc3)nn12	1	-1	-0.6	0	6	1	-1	-1	5	6
CCCCN(C)C(=O)CN1C(=O)C2CCCCN2C(=O)c2ccccc21 (stereo unspecified)	-1	x	-0.2	-1	-4	0	0	5	2	3
CN(Cc1cn(C)nc1-c1ccccc1F)C1CCOC1 (stereo unspecified)	-5	3	1.0	0	0	6	0	-4	3	1
C/C(=N\Nc1nc2ccccc2s1)c1cccs1	-9	-6	0.8	0	2	8	16	5	-13	3
CNC(=S)N(CCc1c(C)[nH]c2ccc(C)cc12)Cc1ccco1	0	-5	0.1	2	-6	1	1	7	9	7
C=CCn1c(C)cc(C(=O)COc2ncnc3sccc23)c1C	1	-4	-0.2	1	-5	4	-1	1	10	0
CN(C)CCNC(=O)CNC(=S)N(Cc1ccccc1)Cc1cccnc1	7	6	0.8	-3	-6	-1	-1	6	-5	0
Cc1ccc(S(=O)(=O)N2CCCCC2)cc1NC(=O)COC(=O)c1ccccc1F	1	3	0.2	2	-2	-5	0	-5	-4	-2
CC1=Nc2cc(C(=O)NCCCN3CCN(C)CC3)ccc2Sc2ccc(C)cc21	3	5	-0.3	-2	5	-6	2	-6	-5	2
C=CCn1c(SCC(=O)NCC2CCCO2)nc2sc(CC)cc2c1=O (stereo unspecified)	0	0	0.3	0	-6	-2	-2	-7	-13	-2
Cc1ccc(S(=O)(=O)N2CCOCC2)cc1C(=O)NC1CCSc2ccccc21 (stereo unspecified)	-2	-2	0.8	0	-3	-2	-2	7	-11	-2

Bioassay records deposited in PubChem BioAssay by The Scripps Research Institute Molecular Screening Center.
